# Diaph act CS: compounds boosting diaphorase resazurin reduction – biochemical, uHTS, resorufin fluorescence, counter-screen for diaphorase-coupled primary assays, primary screen | Diaphorase/resazurin coupled assay, 16 min; stronger effect = higher value; 1 = vehicle wells, 0 = NADH-free wells | activation factor at 20 µM | 190,000 compounds, 0.005% hits;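 active = diaphorase activity raised at least twofold by the compound at 20 µM; inactive = activation factor below 2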
#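 Material: purified diaphorase enzyme from Clostridium kluyveri / Medium: HEPES pH 7.4 buffer with MgCl2 and Tween 20 / Schedule: enzyme reaction of 16 min at room temperature / Measured by: resorufin fluorescence, excitation 544 nm, emission 590 nm / Evaluation: rise in resorufin formation, marking diaphorase activation or chemical reduction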
# STAT1 activator: STAT1 signaling activators, primary screen, cell-based, HTS, luciferase reporter | 200,000 compounds, 2.6% hits | NIH 3T3 STAT1-luciferase reporter, IFN-gamma, luminescence; 100% = IFN-gamma alone, no compound | activation (% of control), % at 5.5 µM | AID 932, 2007;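 active = activation above the screen-wide mean activation plus 3 SD, cut at about 130% in these data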;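 also: raw ratio to IFN-gamma control signal so 100% means no change and 0% no light; values of inactives mirror those of a sister screen read the other way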
# STAT1 blocker: STAT1 signaling inhibitors, primary screen, cell-based, HTS, luciferase reporter; inhibition, % at 5.5 µM; NIH 3T3 STAT1-luciferase reporter, IFN-gamma, luminescence; AID 920, 2007; 200,000 compounds, 0.35% hits;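 active = inhibition above a set limit, the mean inhibition across all tested compounds plus 3 SD, cut at about 34% in these data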;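 also: 0% = IFN-gamma with DMSO and 100% = IFN-gamma with 300 µM nifuroxazide; values of inactives mirror those of a sister screen read the other way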
# Hsp70 activator: Hsp70 transcriptional activators, primary screen, cell-based, HeLa, Hsp70 promoter luciferase, luminescence, 10 µM; 200,000 compounds, 0.04% hits; activation, % at 10 µM; HeLa Hsp70 promoter luciferase reporter; scaled: vehicle 0, proteasome-inhibitor control 100%; AID 1203, 2008;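 active = activation above the mean across all tested compounds plus 3 SD, cutoff set per campaign, cut at about 5.5% in these data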;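 also: 100% = MG132 at 30 µM as the positive control and 0% = DMSO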
# Diaphorase inh: diaphorase inhibitors and chemical oxidizers, primary screen, counter-screen for diaphorase-coupled primary assays, biochemical, uHTS, resorufin fluorescence; 190,000 compounds, 0.69% hits; diaphorase resazurin-to-resorufin fluorescence, NADH, 16 min; bacterial (C. kluyveri) enzyme, not human; AID 1217, 2008; inhibition, % at 20 µM;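 active = primary screen inhibition at 20 µM above a set limit, cut at about 50% in these data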;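 also: plate controls were DMSO with full reaction for no effect and wells lacking NADH for full effect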
#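 material = Clostridium kluyveri diaphorase enzyme | amount = 0.14 U/mL diaphorase, enzyme working solution | schedule = incubation 16 min, room temperature | detection = fluorescence of resorufin formed from resazurin, Ex 544/Em 590 nm | benchmarks = positive control minus NADH, DMSO neutral control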
# STAT3 blocker: IL-6 driven STAT3 reporter inhibitors, primary screen, U3A cells, luciferase, luminescence, MLSCN library. IL-6 STAT3-luciferase reporter; host cell line lacks STAT1. inhibition, % at 5.5 µM. 190,000 compounds, 0.89% hits;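 active = inhibition above the mean inhibition across all screened compounds plus 3 SD, cut at about 44% in these data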;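 also: 0% = DMSO only wells and 100% = 100 µM nifuroxazide control wells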
# APP 5UTR inh: inhibitors of APP translation via 5'UTR reporter, primary screen, APP 5'UTR luciferase, SH-SY5Y cells; SH-SY5Y APP 5'UTR-luciferase reporter, luminescence; inhibition, % at 2 µM; 190,000 compounds, 0.82% hits;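 active = inhibition above a set limit, derived from the sample mean plus 3 SD, cut at about 45% in these data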; also: values of inactives mirror those of a sister screen read the other way
# STAT3 activator: IL-6 driven STAT3 reporter potentiators, primary screen, U3A cells, luciferase, luminescence, MLSCN library; 190,000 compounds, 0.91% hits; IL-6 STAT3-luciferase reporter; 100% = signal with IL-6 EC80 alone; activation (% of control), % at 5.6 µM;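 active = activation above the screen-wide mean of compound activation plus 3 SD, cut at about 130% in these data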;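 also: 0% = background luminescence of wells with medium and substrate only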
#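 Material: human U3A cells carrying STAT3-luciferase construct. Measured by: reporter luminescence signal. Timing: compound 1 h, then IL-6 6 h at 37 °C.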
# TLR4 MyD88 comp: inhibitors of TLR4-MyD88 association in cells, primary screen, cell-based, HeLa CL3-4, BLA complementation, FRET ratio; 200,000 compounds, 0.18% hits; Toll-like receptor 4 (Homo sapiens) + Myeloid differentiation primary response protein …; inhibition, % at 8.4 µM; AID 861, 2007; HeLa CL3-4 TLR4/MyD88 BLA complementation; in the data active = inhibition above about 25%;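 also: 0% = vehicle and 100% = reference inhibitor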
# Target sequence (O00206 whole entry, looked up): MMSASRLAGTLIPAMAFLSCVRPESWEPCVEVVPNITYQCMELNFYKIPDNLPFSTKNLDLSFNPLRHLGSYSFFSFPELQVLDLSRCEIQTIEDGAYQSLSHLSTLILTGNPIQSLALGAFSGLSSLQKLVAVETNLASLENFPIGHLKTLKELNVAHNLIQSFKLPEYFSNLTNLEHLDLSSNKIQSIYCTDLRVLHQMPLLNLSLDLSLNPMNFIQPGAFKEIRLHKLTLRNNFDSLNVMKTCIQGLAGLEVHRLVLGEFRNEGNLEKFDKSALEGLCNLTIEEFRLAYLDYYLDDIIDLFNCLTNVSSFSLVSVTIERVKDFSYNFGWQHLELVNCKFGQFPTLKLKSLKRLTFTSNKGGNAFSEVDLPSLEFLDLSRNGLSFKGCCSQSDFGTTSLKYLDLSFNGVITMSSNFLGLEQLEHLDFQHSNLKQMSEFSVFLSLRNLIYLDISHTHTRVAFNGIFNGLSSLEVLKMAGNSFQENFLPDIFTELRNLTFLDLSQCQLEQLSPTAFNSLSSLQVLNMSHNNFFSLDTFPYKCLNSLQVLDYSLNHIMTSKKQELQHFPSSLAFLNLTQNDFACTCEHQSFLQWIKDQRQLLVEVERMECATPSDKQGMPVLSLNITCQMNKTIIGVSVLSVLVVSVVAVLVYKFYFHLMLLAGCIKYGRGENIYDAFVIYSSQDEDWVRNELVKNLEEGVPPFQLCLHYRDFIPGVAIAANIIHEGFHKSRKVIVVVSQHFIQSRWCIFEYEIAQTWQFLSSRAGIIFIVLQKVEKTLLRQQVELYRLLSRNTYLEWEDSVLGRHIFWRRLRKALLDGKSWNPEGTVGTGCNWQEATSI
# Target sequence (Q99836 whole entry, looked up): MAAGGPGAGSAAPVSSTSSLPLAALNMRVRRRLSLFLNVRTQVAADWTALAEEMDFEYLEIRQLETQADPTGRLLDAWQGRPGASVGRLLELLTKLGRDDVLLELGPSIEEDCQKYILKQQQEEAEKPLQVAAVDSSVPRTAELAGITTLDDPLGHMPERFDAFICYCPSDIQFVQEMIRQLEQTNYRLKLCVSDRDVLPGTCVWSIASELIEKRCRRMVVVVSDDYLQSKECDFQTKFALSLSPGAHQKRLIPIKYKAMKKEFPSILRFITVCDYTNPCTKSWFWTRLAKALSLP
# G6PDH counter: L. mesenteroides G6PDH inhibitors, counter-screen for G6PDH-coupled screening assays, biochemical, Leuconostoc mesenteroides enzyme; Purified L. mesenteroides G6PDH, diaphorase/resazurin coupled fluorescence, 45 min; inhibition, % at 5 µM; 200,000 compounds, 0.12% hits; glucose-6-phosphate dehydrogenase [Leuconostoc mesenteroides]; in the data active = inhibition above about 50%
# * hit, by the source's call; · = no result given.
# Below each compound: Diaph act CS, STAT1 activator, STAT1 blocker, Hsp70 activator, Diaphorase inh, STAT3 blocker, APP 5UTR inh, STAT3 activator, TLR4 MyD88 comp, G6PDH counter
O=C(Cn1cccc1)N1CCN(c2ccc(F)cc2)CC1
  1, 102, -3, -0.2, 3, 10, -4, 99, -17, 8
CCc1c(C)nc2[nH]nc(-c3ccccc3)n2c1=O
  1, 99, 1, -0.1, 4, 4, -28, 100, -10, 0
COc1ccc(/C=N/n2c(-c3n[nH]c4c3CCC4)n[nH]c2=S)cc1OC
  0.4, 103, -3, -0.1, 63*, -9, 4, 105, -22, 16
Nc1cc(C(=O)O)ccc1Nc1ccc(F)c(F)c1
  0.8, 103, -4, -0.2, 23, -5, -12, 107, -8, 4
Cc1csc(NC(=O)CSc2nc(C(C)C)nc3c2c(=O)n(C)c(=O)n3C)n1
  0.8, 85, 17, -0.4, 19, 12, ·, 97, -8, 4
O=C(CCl)Nc1cccc(S(=O)(=O)N2CCCCCC2)c1
  0.8, 98, 2, -0.1, 16, -14, -36, 107, -7, -12
O=C(OCc1nc2ccccc2s1)c1ccco1
  0.9, 143*, -49, -0.2, 13, -30, -87, 133, 6, 2
Cc1ccc(NC(=O)Nc2ccc3c(c2)N(C)C(=O)CS3)nc1
  0.9, 129*, -31, -0.2, 6, 33, 1, 74, 2, 5
COc1ccc(C2(C)NC(=O)N(CC(=O)Nc3ccc4c(c3)OCO4)C2=O)cc1OC (configuration not stated)
  0.8, 99, 2, -0.2, 24, -14, 8, 114, 6, 4
N#Cc1nc(Cc2cccc3ccccc23)oc1NCc1ccc2c(c1)OCO2
  0.6, 102, -2, 0.6, 37, -4, -19, 106, -7, 4
CCOC(=O)CSc1n[nH]c(NS(=O)(=O)c2ccccc2C(F)(F)F)n1
  0.9, 95, 4, 0.0, 5, 5, 1, 100, -7, 14
Cc1nnc(NC(=O)c2ccccc2C(=O)O)s1
  0.9, 95, 5, 0.1, 9, -5, 2, 105, 11, 22
Cc1ccc2cccc(NC(=S)NC(=O)c3c(Br)cnn3C)c2n1
  1, 99, 1, -0.4, -4, -44, 2, 139*, 5, 7
O=C(Nc1ccccc1C(=O)O)c1cccc(NC(=O)c2ccc(Br)o2)c1
  0.8, 97, 3, -0.2, 19, 6, -13, 98, 11, -17
CC(C)(C)C1CCC(=NNC(=O)C(=O)NCc2cccnc2)CC1 (configuration not stated)
  1, 99, -2, -0.2, 1, -10, -1, 113, 11, 6

# Some of these compounds in order of the STAT3 activator value, lowest first.
SMILES	STAT3 activator
Cc1ccc(NC(=O)Nc2ccc3c(c2)N(C)C(=O)CS3)nc1	74
N#Cc1nc(Cc2cccc3ccccc23)oc1NCc1ccc2c(c1)OCO2	106
O=C(CCl)Nc1cccc(S(=O)(=O)N2CCCCCC2)c1	107

# The main list resumes; the 2 compounds before the break are reprinted first.
# Below each compound: Diaph act CS, STAT1 activator, STAT1 blocker, Hsp70 activator, Diaphorase inh, STAT3 blocker, APP 5UTR inh, STAT3 activator, TLR4 MyD88 comp, G6PDH counter
O=C(Nc1ccccc1C(=O)O)c1cccc(NC(=O)c2ccc(Br)o2)c1
  0.8, 97, 3, -0.2, 19, 6, -13, 98, 11, -17
CC(C)(C)C1CCC(=NNC(=O)C(=O)NCc2cccnc2)CC1 (configuration not stated)
  1, 99, -2, -0.2, 1, -10, -1, 113, 11, 6
CC1Cn2c(COc3ccccc3)nnc2S1 (configuration not stated)
  1, 95, 6, 0.2, 2, 8, -1, 98, -5, 0
COCCOC(=O)C1=C(C)NC2=C(C(=O)CC(C)(C)C2)C1c1ccc(N(C)C)cc1 (configuration not stated)
  0.9, 105, -5, -0.5, 8, 7, -1, 100, -1, 10
CCCCNC(=O)CCC(=O)Nc1ccc2nc(N3CCN(C)CC3)cc(C)c2c1
  1, 102, -4, -0.1, 1, 4, -13, 104, -4, 6
COCCn1cc(C(=O)N2CCN(C)CC2)c2c3ccccc3n(C)c2c1=O
  1, 100, 0, -0.3, 1, 4, 10, 102, 6, 4
COCCn1c(CNc2ccc(F)cc2)nnc1SCC(=O)Nc1ccc(OC)cc1OC
  0.9, 93, 9, -0.4, 14, 9, 5, 92, -4, 0
C=CCOc1nc2c(c(=O)n(Cc3ccc(Cl)cc3)c(=O)n2C)n1C
  0.9, 87, 13, -0.2, 11, -8, -11, 111, 7, 6
Cc1ccc(S(=O)(=O)c2cnc3cc(C)nn3c2N)cc1
  1, 93, 7, -0.3, 4, 12, -6, 95, 8, 11
CCN1C(=O)/C(=C/c2c(C)nn(C)c2C)SC1=S
  1, 101, -1, -0.1, -3, 11, -11, 95, -6, -7
COc1ccc(C(=O)NC(=S)Nc2nc(C)c(C(=O)N(C)C)s2)cc1
  0.8, 108, -9, -0.1, 16, 1, -4, 104, -2, 1
CCOc1ccc(/C=N/OC(C)C(=O)NCc2ccc3c(c2)OCO3)cc1 (configuration not stated)
  1, 101, -1, 1.1, 4, 15, 2, 86, -11, 0
COc1ccc(S(=O)(=O)N2CCC(C(=O)Nc3nnc(CCN4CCCCC4)s3)CC2)cc1
  0.9, 94, 7, 0.5, 7, -10, 2, 111, -6, 1
CCn1c(SCC(=O)Nc2ccccc2OC)nnc1-c1cnccn1
  0.9, 100, -1, -0.3, 9, 3, 2, 100, -12, 3
COc1cc(C2C(C(C)=O)=C(O)C(=O)N2CCN2CCOCC2)ccc1O (configuration not stated)
  1, 93, 7, -0.4, 4, 3, 22, 103, -9, 3
COc1ccc(CN(C(=O)c2cccs2)c2ccccc2)cc1
  0.9, 87, 12, -0.1, 8, -13, -1, 116, 1, 5
COC(=O)CN1C(=O)C2(C(C#N)=C(N)Oc3n[nH]c(-c4cccs4)c32)c2ccccc21 (configuration not stated)
  0.9, 96, 5, -0.3, 14, -12, 11, 110, 2, 16
O=C1CCCN1CCCNS(=O)(=O)c1ccc(Cl)c(C(=O)N2CCOCC2)c1
  0.9, 104, -4, -0.1, 9, -2, -6, 102, -11, 2
CCC(C)(C)NC(=O)C(c1cccc(OC)c1OC)N(CCC(C)C)C(=O)CCC(=O)Nc1cc(C)on1 (configuration not stated)
  1, 95, 5, -0.2, 2, -11, 8, 113, -3, 10
COc1ccccc1-c1noc(CSc2nc(C)cc(=O)[nH]2)n1
  0.8, 98, 0, -0.3, 15, 1, -11, 101, -3, 8
O=C(CSc1nnc(-c2cccs2)o1)NCc1ccco1
  0.9, 93, 6, -0.2, 12, 13, 4, 90, 2, 1
COc1ccccc1NC(=O)CSc1nnc(Cc2cccn2C)n1-c1ccc(F)cc1
  0.7, 103, -3, -0.1, 30, 11, -10, 95, 8, 22
O=C(COC(=O)c1ccc(S(=O)(=O)N2CCCC2)cc1)NCc1cccs1
  0.9, 100, -2, -0.2, 10, 7, -20, 103, -3, 6
COc1ccccc1-c1cc2nc(C)c(CCC(=O)NCc3ccco3)c(C)n2n1
  0.7, 88, 13, -0.3, 27, -3, 0, 102, -3, -34
O=c1cc2ncc(-n3cc([N+](=O)[O-])cn3)cn2[nH]1
  0.9, 106, -7, -0.3, 5, 5, 7, 102, 10, 3
O=C(OCCN1C(=O)c2ccccc2C1=O)c1cc(S(=O)(=O)N2CCOCC2)ccc1F
  0.9, 99, 1, -0.4, 9, 10, -11, 98, -9, 8
CCOC(=O)C1CCN(S(=O)(=O)c2cn(C)c(=O)n(C)c2=O)CC1
  1.1, 100, 0, -0.1, -12, 7, -14, 95, -10, 31
CN1CCN(C(CNS(=O)(=O)c2cccs2)c2cccnc2)CC1 (configuration not stated)
  0.7, 100, -2, -0.3, 26, ·, -9, ·, 1, 7
COc1ccc(NC(=O)CSc2ncn(-c3ccccc3)n2)cc1Cl
  0.8, 99, 1, -0.2, 19, 14, 9, 92, 1, 5
Cc1cc(C)c(OCCCCN(C)C)c(Br)c1
  0.8, 87, 12, 0.0, 19, 28, -11, 83, -9, 6
COCC(=O)Nc1ccc(Br)cc1C
  1, 99, -1, -0.3, 2, 4, -2, 100, -2, 5
O=C(c1ccco1)N1CCN(C(=O)c2ccccc2Oc2ccccc2)CC1
  1, 104, -7, -0.2, 1, -2, 0, 103, 2, 2

# STAT1 activator, entries above that show a hit
Structure	STAT1 activator	STAT1 blocker	Hsp70 activator	APP 5UTR inh	STAT3 activator	TLR4 MyD88 comp
O=C(OCc1nc2ccccc2s1)c1ccco1	143*	-49	-0.2	-87	133	6
Cc1ccc(NC(=O)Nc2ccc3c(c2)N(C)C(=O)CS3)nc1	129*	-31	-0.2	1	74	2

# More results
# Below each compound: Diaph act CS, STAT1 activator, STAT1 blocker, Hsp70 activator, Diaphorase inh, STAT3 blocker, APP 5UTR inh, STAT3 activator, TLR4 MyD88 comp, G6PDH counter
S=c1[nH]ncn1/N=C/c1ccc(N2CCOCC2)cc1
  0.7, 91, 10, 0.3, 30, 16, ·, 86, 1, -1
Cc1cccc(N2CCN(S(=O)(=O)c3c(C)[nH]c(=O)[nH]c3=O)CC2)c1C
  0.9, 97, 4, -0.1, 10, 9, 10, 98, -10, -1
Cc1nnc(NC(=O)CSc2cn(Cc3ccccc3)c3ccccc23)s1
  0.9, 97, 3, -0.1, 10, 16, 13, 94, -5, 2
CC1CCc2cc(F)ccc2N1C(=O)CSc1nnc2c(n1)[nH]c1ccccc12 (configuration not stated)
  0.8, 109, -10, -0.4, 18, -2, 7, 107, -6, 5
COC(=O)c1ccc(Cn2cnc3c(cnn3-c3ccc(F)cc3)c2=O)o1
  0.9, 99, 1, -0.3, 12, 4, 1, 102, -9, 4
CCCCn1nc2cc(C(=O)NC[C@@H]3CCCO3)ccc2c1OCC
  0.8, 103, -3, 0.1, 15, 1, -1, 103, 2, 3
CCOC(=O)c1nc(S(C)(=O)=O)ncc1N1CCOCC1
  1, 106, -6, -0.2, 0, 4, -6, 99, -8, 3
